Screening data: PubChem, several laboratories
MEKK3 PB1 HTS: MEKK3-MEK5 PB1 interaction, increase or decrease; binding response (% of control), % at 10 µM; Q99759; bead-based flow cytometry, Alexa488-MEK5 binding to MEKK3; actives lie on both sides; 0 = blocked by unlabeled MEK5, 100 = vehicle; AID 1529; actives 1.4% (n = 290,000);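 active = binding response more than 3 SD above or below the average of its plate-row segment, actives on both sides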;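 also: Alexa488 bead fluorescence after subtracting the streptavidin-only scavenger bead signal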
MEKK2 WT-MEK5: raises or lowers MEK5 binding to wildtype human MEKK2 PB1 domain; actives 1.1% (n = 290,000); binding response (% of control), % at 10 µM; bead flow cytometry, Alexa488-MEK5 binding to MEKK2 WT; actives lie on both sides; in the data active = binding response below about 67% or above about 130%
SUMO HTRF inh: inhibitors of human SUMOylation (UBC9); P63279; inhibition, % at 35 µM; actives 0.36% (n = 290,000); HTRF SUMOylation assay, SAE1/SAE2 + UBC9, in vitro; in the data active = inhibition above about 50%, passing the limit was not always enough; also: strong numbers were not always called active
PfM18AAP inh: blocks P. falciparum M18 aspartyl aminopeptidase; recombinant PfM18AAP, H-Glu-NHMec fluorogenic cleavage; inhibition, % at 7.35 µM; actives 1.2% (n = 290,000);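 active = inhibition above the campaign mean inhibition over all tested compounds plus 3 SD, cut at about 28% in these data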;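 also: 0% = plate median of test compound wells and 100% = 2 mM ZnCl2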
IDE inh: inhibits human insulin-degrading enzyme in HEK cells. AID 434962. P14735. actives 0.41% (n = 320,000). FAbetaB cleavage, fluorescence polarization. inhibition, % at 5.59 µM;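 active = percent inhibition above the average of all tested compounds plus 3 SD, set per screening campaign, cut at about 16% in these data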;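 also: IDE supplied by intact live HEK cells; FP after avidin binding of uncleaved biotin substrate so inhibition keeps polarization high; 0% = DMSO wells and 100% = 60 µM reference IDE inhibitor Ii1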
Target sequence (P14735 whole entry, looked up): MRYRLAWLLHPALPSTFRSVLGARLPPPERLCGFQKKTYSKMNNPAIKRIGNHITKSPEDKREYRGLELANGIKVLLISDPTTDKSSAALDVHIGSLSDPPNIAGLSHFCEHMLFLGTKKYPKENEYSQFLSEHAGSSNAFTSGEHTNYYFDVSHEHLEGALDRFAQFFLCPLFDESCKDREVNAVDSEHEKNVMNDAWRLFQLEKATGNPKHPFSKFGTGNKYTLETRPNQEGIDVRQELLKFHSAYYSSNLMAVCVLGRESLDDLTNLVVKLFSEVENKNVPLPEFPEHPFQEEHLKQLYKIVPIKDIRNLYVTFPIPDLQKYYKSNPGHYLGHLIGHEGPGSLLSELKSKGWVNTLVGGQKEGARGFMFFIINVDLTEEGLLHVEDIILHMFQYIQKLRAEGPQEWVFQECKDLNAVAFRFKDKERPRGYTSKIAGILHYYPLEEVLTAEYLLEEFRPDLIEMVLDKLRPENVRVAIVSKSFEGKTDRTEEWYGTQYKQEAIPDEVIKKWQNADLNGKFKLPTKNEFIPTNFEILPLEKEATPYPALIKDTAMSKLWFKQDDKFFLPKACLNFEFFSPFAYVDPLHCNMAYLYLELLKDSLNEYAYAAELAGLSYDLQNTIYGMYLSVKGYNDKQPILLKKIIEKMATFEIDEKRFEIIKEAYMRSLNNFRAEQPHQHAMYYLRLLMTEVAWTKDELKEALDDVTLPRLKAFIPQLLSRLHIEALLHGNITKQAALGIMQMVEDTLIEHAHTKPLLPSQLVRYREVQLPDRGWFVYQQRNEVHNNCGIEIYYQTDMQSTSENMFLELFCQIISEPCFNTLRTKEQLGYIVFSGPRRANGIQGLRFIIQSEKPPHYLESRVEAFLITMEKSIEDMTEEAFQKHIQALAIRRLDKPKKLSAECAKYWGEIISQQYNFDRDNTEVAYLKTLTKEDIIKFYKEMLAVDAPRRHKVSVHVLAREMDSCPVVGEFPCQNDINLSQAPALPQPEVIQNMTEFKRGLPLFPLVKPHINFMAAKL
pCIP destab: compounds decreasing mouse p/CIP protein stability | Q05BA5 | F442A p/CIP-EGFP cells, EGFP fluorescence, 16 h | actives 0.01% (n = 290,000) | decrease of EGFP signal, % at 10 µM;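 active = EGFP signal decrease of at least 30% at 10 µM or well 3 SD below plate mean, unless failing retest; inactive = the rest, including hits failing retest or dose response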; also: some compounds called inactive have numbers as strong as hits; many of its hits are not listed in these tables
NALP1 yeast inh: inhibitors of NALP1 inflammasome in yeast; S. cerevisiae NALP1/ASC/caspase-1 growth, X-gal OD620, 72 h; inhibition, % at 10 µM; actives 0.61% (n = 280,000); in the data active = inhibition mostly above about 24%, no sharp cut-off; inactive = mostly below about 32%; also: some compounds called inactive have numbers as strong as hits
IDE act: boosts human insulin-degrading enzyme activity in HEK cells | actives 0.073% (n = 340,000) | activation, % at 5.96 µM | FAbeta-B cleavage, fluorescence polarization; 0% vehicle, 100% cell-free pure enzyme wells | AID 493087;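 active = activation above the mean of all tested compounds plus 3 SD, set per screening campaign, cut at about 17% in these data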
MEKK2 mut-MEK5: signal of MEK5 binding to mutant human MEKK2 PB1 domain; bead flow cytometry, Alexa488-MEK5 binding to MEKK2 mutant; percent response, % at 10 µM; actives 0.35% (n = 290,000); AID 1530; in the data active = percent response above about 24%, passing the limit was not always enough; also: inactives centre near 1; some results filed as inactive read as strong as hits; reference of the scale not given here
* marks the source's active call; other numbers are inactive results. These rows are one share of the data; rates above refer to the full screens.

Screening O=C(c1cc(-c2ccc(Cl)cc2)on1)N1CCOCC1 returned MEKK3 PB1 HTS 97, MEKK2 WT-MEK5 99, SUMO HTRF inh 5, PfM18AAP inh -2, IDE inh -3, pCIP destab 2, NALP1 yeast inh 9, IDE act -3 and MEKK2 mut-MEK5 0.
CCOc1ccc(N2C(=O)C3CCCN3C2=O)cc1 (stereo not drawn) was read as MEKK3 PB1 HTS 103, MEKK2 WT-MEK5 107, SUMO HTRF inh 5, PfM18AAP inh -4, IDE inh 3, pCIP destab -5, NALP1 yeast inh 12, IDE act 2 and MEKK2 mut-MEK5 5.
`Cc1onc(-c2ccccc2)c1C(=O)NC(C)c1ccc2c(c1)OCO2` (stereo not drawn) gave MEKK3 PB1 HTS 101, MEKK2 WT-MEK5 99, SUMO HTRF inh 2, PfM18AAP inh -9, IDE inh -4, pCIP destab -11, NALP1 yeast inh 17, IDE act 5 and MEKK2 mut-MEK5 -3.
`O=C(NC1CCCC1)C(c1ccccc1)N(Cc1ccco1)C(=O)Cc1cccs1` (stereo not drawn) gave MEKK3 PB1 HTS 99, MEKK2 WT-MEK5 101, SUMO HTRF inh -16, PfM18AAP inh 9, IDE inh 5, pCIP destab -1, NALP1 yeast inh 17, IDE act 6 and MEKK2 mut-MEK5 3.
COc1ccc(NC(=O)C2CCN(S(=O)(=O)c3cccc4nonc34)CC2)cc1OC was read as MEKK3 PB1 HTS 99, MEKK2 WT-MEK5 101, SUMO HTRF inh 2, PfM18AAP inh -2, IDE inh 5, pCIP destab 10, NALP1 yeast inh 9, IDE act 3 and MEKK2 mut-MEK5 2.
Screening O=C(NCc1ccc(F)cc1)C1CCN(S(=O)(=O)c2ccc3c(c2)OCCCO3)CC1 returned MEKK3 PB1 HTS 102, MEKK2 WT-MEK5 96, SUMO HTRF inh -2, PfM18AAP inh -8, IDE inh 6, pCIP destab 2, NALP1 yeast inh 30, IDE act 4 and MEKK2 mut-MEK5 11.
`CCO[C@@H]1OC(C(=O)Nc2ccccc2)=C[C@H](c2ccc3c(c2)OCO3)[C@H]1CCCO` gave MEKK3 PB1 HTS 109, MEKK2 WT-MEK5 108, SUMO HTRF inh 6, PfM18AAP inh 3, IDE inh 3, pCIP destab -14, NALP1 yeast inh 0, IDE act 1 and MEKK2 mut-MEK5 9.
For C/C(CC(=O)Nc1cccc2c1CCCC2)=N\NC(=O)Cc1ccccc1 the results were MEKK3 PB1 HTS 102, MEKK2 WT-MEK5 101, SUMO HTRF inh 12, PfM18AAP inh -3, IDE inh -3, pCIP destab -8, NALP1 yeast inh 4, IDE act 0 and MEKK2 mut-MEK5 1.
`O=C(Nc1ccc(Oc2cccc(C(F)(F)F)c2)nc1)c1cccs1` gave MEKK3 PB1 HTS 88, MEKK2 WT-MEK5 98, SUMO HTRF inh 9, PfM18AAP inh -22, IDE inh -3, pCIP destab -8, NALP1 yeast inh 26, IDE act 4 and MEKK2 mut-MEK5 -13.
Screening O=C(NNc1cccc([N+](=O)[O-])c1)/C(=C\c1cccnc1)NC(=O)c1ccccc1 returned MEKK3 PB1 HTS 102, MEKK2 WT-MEK5 98, SUMO HTRF inh 9, PfM18AAP inh 46*, IDE inh -1, pCIP destab -8, NALP1 yeast inh -1, IDE act -6 and MEKK2 mut-MEK5 5.
`CC(=O)COc1ccc(-c2csnn2)cc1` gave MEKK3 PB1 HTS 102, MEKK2 WT-MEK5 103, SUMO HTRF inh 6, PfM18AAP inh -2, IDE inh -5, pCIP destab 6, NALP1 yeast inh 6, IDE act 1 and MEKK2 mut-MEK5 3.
`CC(=O)Nc1ccccc1C(=O)N1CCc2ccccc21` gave MEKK3 PB1 HTS 106, MEKK2 WT-MEK5 106, SUMO HTRF inh -8, PfM18AAP inh -6, IDE inh 11, pCIP destab -6, NALP1 yeast inh -27, IDE act 3 and MEKK2 mut-MEK5 6.
`CCCCCOC(=O)Cn1c(N2CCCCCC2)nc2c1c(=O)[nH]c(=O)n2C` gave MEKK3 PB1 HTS 96, MEKK2 WT-MEK5 100, SUMO HTRF inh 22, PfM18AAP inh 0, IDE inh 1, pCIP destab -5, NALP1 yeast inh 24, IDE act 0 and MEKK2 mut-MEK5 6.
CCOc1ccc(-n2c(C)c(C(C)=O)c(C(C)=O)c2C)cc1 was read as MEKK3 PB1 HTS 106, MEKK2 WT-MEK5 100, SUMO HTRF inh -1, PfM18AAP inh -2, IDE inh 6, pCIP destab 5, NALP1 yeast inh -3, IDE act 2 and MEKK2 mut-MEK5 6.
For CCN1CCN(CC(=O)N2CCCC(C(=O)c3ccc(Oc4ccccc4)cc3)C2)CC1 (stereo not drawn) the results were MEKK3 PB1 HTS 113, MEKK2 WT-MEK5 102, SUMO HTRF inh 0, PfM18AAP inh 2, IDE inh 6, pCIP destab -8, NALP1 yeast inh -2, IDE act 0 and MEKK2 mut-MEK5 -10.
For Cc1cccc(C(=O)OCC(=O)Nc2sc3c(c2C#N)CCC3)c1 the results were MEKK3 PB1 HTS 88, MEKK2 WT-MEK5 88, SUMO HTRF inh 9, PfM18AAP inh 6, IDE inh 2, pCIP destab -5, NALP1 yeast inh 25, IDE act 4 and MEKK2 mut-MEK5 -2.
`Cc1c(Cl)cccc1NC(=O)[C@@H](NC(=O)c1ccccc1Cl)C(C)C` gave MEKK3 PB1 HTS 92, MEKK2 WT-MEK5 93, SUMO HTRF inh 6, PfM18AAP inh -2, IDE inh 4, pCIP destab 0, NALP1 yeast inh 42, IDE act -2 and MEKK2 mut-MEK5 -1.
For COc1ccc(OC)c(-c2nnc(SCC(=O)N3CCCC3)o2)c1 the results were MEKK3 PB1 HTS 101, MEKK2 WT-MEK5 104, SUMO HTRF inh -6, PfM18AAP inh 3, IDE inh -3, pCIP destab -1, NALP1 yeast inh 8, IDE act 2 and MEKK2 mut-MEK5 0.
COc1ccc(CNC(=O)c2cccc3c2C(=O)N(Cc2cccnc2)C3)cc1 was read as MEKK3 PB1 HTS 99, MEKK2 WT-MEK5 101, SUMO HTRF inh 3, PfM18AAP inh -1, IDE inh 6, pCIP destab -5, NALP1 yeast inh -2, IDE act 9 and MEKK2 mut-MEK5 3.
Screening CCOC(=O)c1c(-c2ccc(C)c(C)c2)csc1NC(=O)C1CC=CCC1C(=O)O (stereo not drawn) returned SUMO HTRF inh 27, PfM18AAP inh 5, IDE inh 3, pCIP destab -18, NALP1 yeast inh 8 and IDE act -1.
`CCOC(=O)CSC1=Nc2ccccc2C2=NC(CC(=O)NCc3ccc(OC)cc3)C(=O)N12` (stereo not drawn) gave MEKK3 PB1 HTS 102, MEKK2 WT-MEK5 98, SUMO HTRF inh 26, PfM18AAP inh 6, IDE inh 4, pCIP destab -10, NALP1 yeast inh 7, IDE act 6 and MEKK2 mut-MEK5 -2.
For CCOc1ccc2[nH]cc(S(=O)(=O)c3ccc(F)cc3)c(=O)c2c1 the results were MEKK3 PB1 HTS 103, MEKK2 WT-MEK5 103, SUMO HTRF inh 8, PfM18AAP inh -4, IDE inh 0, pCIP destab -12, NALP1 yeast inh -4, IDE act 0 and MEKK2 mut-MEK5 6.
Cc1ccnc(NC(=S)NC(=O)c2cccs2)c1 was read as MEKK3 PB1 HTS 93, MEKK2 WT-MEK5 96, SUMO HTRF inh -4, PfM18AAP inh -3, IDE inh -2, pCIP destab 6, NALP1 yeast inh 17, IDE act 6 and MEKK2 mut-MEK5 -2.
`CCOC(=O)c1nn(-c2ccccc2C)c2nc(Nc3ccccc3)cc(=O)n12` gave MEKK3 PB1 HTS 100, MEKK2 WT-MEK5 94, SUMO HTRF inh 1, PfM18AAP inh 2, IDE inh 8, pCIP destab -4, NALP1 yeast inh 6, IDE act 4 and MEKK2 mut-MEK5 2.
For CC(C)c1nc(SCc2c(F)cccc2Cl)c2c(=O)n(C)c(=O)n(C)c2n1 the results were MEKK3 PB1 HTS 106, MEKK2 WT-MEK5 100, SUMO HTRF inh -8, PfM18AAP inh -2, IDE inh 3, pCIP destab -7, IDE act 1 and MEKK2 mut-MEK5 8.
COc1ccccc1Nc1cc(C(=O)NCc2cccnc2)c2ccccc2n1 was read as MEKK3 PB1 HTS 104, MEKK2 WT-MEK5 97, SUMO HTRF inh 18, PfM18AAP inh -3, IDE inh 6, pCIP destab -6, IDE act -1 and MEKK2 mut-MEK5 4.
For Cc1cccc(C(=O)NNC(=O)c2ccc(Cl)cc2)c1O the results were MEKK3 PB1 HTS 92, MEKK2 WT-MEK5 95, SUMO HTRF inh 1, PfM18AAP inh 21, IDE inh 2, pCIP destab -2, IDE act -4 and MEKK2 mut-MEK5 0.
O=C(CCNC(=O)c1ccccc1)OCN1C(=O)c2ccccc2C1=O was read as MEKK3 PB1 HTS 100, MEKK2 WT-MEK5 103, SUMO HTRF inh -6, PfM18AAP inh -2, IDE inh 4, pCIP destab -4, NALP1 yeast inh 0, IDE act 4 and MEKK2 mut-MEK5 3.
COc1ccc2c(c1)C1NC(=S)NC(C)(O2)C1C(=O)Nc1ccc(Cl)cc1 (stereo not drawn) was read as MEKK3 PB1 HTS 120, MEKK2 WT-MEK5 100, SUMO HTRF inh 9, PfM18AAP inh 2, IDE inh 15, pCIP destab 4, NALP1 yeast inh 25, IDE act -7 and MEKK2 mut-MEK5 -1.
Cc1nc(N2CCOCC2)c2c(C)c(C(=O)Nc3ccc(C(F)(F)F)cc3)sc2n1 was read as MEKK3 PB1 HTS 99, MEKK2 WT-MEK5 96, SUMO HTRF inh -8, PfM18AAP inh -15, IDE inh 7, pCIP destab -8, NALP1 yeast inh 8, IDE act -2 and MEKK2 mut-MEK5 -3.

Of the compounds above, these have a thiophene ring, fused or not.
`O=C(NC1CCCC1)C(c1ccccc1)N(Cc1ccco1)C(=O)Cc1cccs1` (stereo not drawn) gave MEKK3 PB1 HTS 99, MEKK2 WT-MEK5 101, SUMO HTRF inh -16, PfM18AAP inh 9, IDE inh 5, pCIP destab -1, NALP1 yeast inh 17, IDE act 6 and MEKK2 mut-MEK5 3.
`O=C(Nc1ccc(Oc2cccc(C(F)(F)F)c2)nc1)c1cccs1` gave MEKK3 PB1 HTS 88, MEKK2 WT-MEK5 98, SUMO HTRF inh 9, PfM18AAP inh -22, IDE inh -3, pCIP destab -8, NALP1 yeast inh 26, IDE act 4 and MEKK2 mut-MEK5 -13.
For Cc1cccc(C(=O)OCC(=O)Nc2sc3c(c2C#N)CCC3)c1 the results were MEKK3 PB1 HTS 88, MEKK2 WT-MEK5 88, SUMO HTRF inh 9, PfM18AAP inh 6, IDE inh 2, pCIP destab -5, NALP1 yeast inh 25, IDE act 4 and MEKK2 mut-MEK5 -2.
Screening CCOC(=O)c1c(-c2ccc(C)c(C)c2)csc1NC(=O)C1CC=CCC1C(=O)O (stereo not drawn) returned SUMO HTRF inh 27, PfM18AAP inh 5, IDE inh 3, pCIP destab -18, NALP1 yeast inh 8 and IDE act -1.
Cc1ccnc(NC(=S)NC(=O)c2cccs2)c1 was read as MEKK3 PB1 HTS 93, MEKK2 WT-MEK5 96, SUMO HTRF inh -4, PfM18AAP inh -3, IDE inh -2, pCIP destab 6, NALP1 yeast inh 17, IDE act 6 and MEKK2 mut-MEK5 -2.
Cc1nc(N2CCOCC2)c2c(C)c(C(=O)Nc3ccc(C(F)(F)F)cc3)sc2n1 was read as MEKK3 PB1 HTS 99, MEKK2 WT-MEK5 96, SUMO HTRF inh -8, PfM18AAP inh -15, IDE inh 7, pCIP destab -8, NALP1 yeast inh 8, IDE act -2 and MEKK2 mut-MEK5 -3.
